# Source: PubChem BioAssay
# GSK3B inh = human GSK3beta kinase inhibitors, primary screen, biochemical, cell-free homogeneous, HTS; 300,000 tested, 0.038% active; activity score (negative = inhibition), % at 10 µM; GST-GSK3beta kinase, ADP-Glo luminescence, 60 min; active compounds read low; Glycogen synthase kinase-3 beta (Homo sapiens), P49841;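 active = more than half of replicate wells score below -50%, meaning over 50% inhibition versus plate controls; inconclusive = some replicates but at most half score below -50%; inactive = no replicate scores below -50%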;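 also: 0% = median DMSO wells and -100% = median GW8510 positive control wells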
# Target sequence (P49841 whole entry, looked up): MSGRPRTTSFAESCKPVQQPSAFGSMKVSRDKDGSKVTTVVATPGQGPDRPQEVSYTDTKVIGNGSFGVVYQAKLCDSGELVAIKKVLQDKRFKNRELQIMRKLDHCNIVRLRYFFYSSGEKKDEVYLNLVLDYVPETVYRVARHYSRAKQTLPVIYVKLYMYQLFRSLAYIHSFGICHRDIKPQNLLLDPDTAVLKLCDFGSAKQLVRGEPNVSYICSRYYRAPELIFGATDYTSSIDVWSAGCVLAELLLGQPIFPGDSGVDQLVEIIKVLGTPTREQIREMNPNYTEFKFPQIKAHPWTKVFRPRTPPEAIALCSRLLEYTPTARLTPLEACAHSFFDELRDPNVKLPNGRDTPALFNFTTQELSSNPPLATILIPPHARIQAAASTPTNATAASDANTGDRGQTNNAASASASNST
#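 Assay system: GST-tagged human GSK3beta kinase, cell-free; Input: 1.6 ng GSK3beta; Medium: Tris/MgCl2 kinase buffer; Timing: 60 min enzyme reaction, room temperature; Signal: ADP-Glo luminescence quantifying ADP generated by kinase; Evaluation: score relative to plate controls; Benchmarks: DMSO neutral wells and GW8510 at 20 µM as positive.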
# PolyA inhibitor = polyadenylation inhibitors in yeast reporter cells, primary screen, luminescence, S. cerevisiae; 300,000 tested, 0.02% active; S. cerevisiae SKY197-pL101 polyadenylation reporter, beta-gal luminescence; efflux-impaired pdr1/pdr3 knockout yeast; score 100 = 6 SD above DMSO; calls only at 12 µM;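 active = lowest replicate activity score at least 50, where 100 means six control SD above control mean; inconclusive = lowest score under 50 but half or more replicates reach 50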;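 also: yeast exposed to compound for 9 h at 30 °C; higher score means more reporter readthrough which indicates perturbed polyadenylation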
# HSF1 inh = HSF1 inhibitors in luciferase reporter cells, primary screen, cell-based, NIH3T3, luminescence | 300,000 tested, 0.77% active | NIH3T3-HGL HSE-luciferase, MG132-induced, luminescence 8 h; active compounds read low | AID 2098, 2009 | activity change, negative = inhibition, % at 7.5 µM (by protocol);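 active = more than half of replicate wells show activity change below -50%, luminescence cut by over half; inconclusive = some wells, but at most half, below -50%; inactive = no replicate well below -50%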;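 also: luciferase reports HSF-1 transcriptional activity via heat shock element; 0% = median of DMSO wells and -100% = zero luminescence signal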
# Platelet DG rel = inhibitors of platelet dense granule secretion, primary screen, cell-based, MLPCN, human platelets; 300,000 tested, 0.22% active; human platelet-rich plasma, SFLLRN dense granule ATP release, luminescence; AID 1663, 2009; inhibition, %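 (compounds screened at 7.5 µM in platelet-rich plasma)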;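 active = mean replicate score, as percent of positive control, at or above 50; inconclusive = mean below 50 but at least one replicate at or above 50; inactive = mean and every replicate below 50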
# GSK3 alpha inh = blockers of GSK3A enzyme activity – biochemical, luminescence, cell-free homogeneous, HTS, primary screen; GSK-3 alpha kinase, ADP-Glo luminescence, 60 min; inhibition, % at 10 µM; 320,000 tested, 0.1% active; AID 2650, 2010;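 in the data active = inhibition above about 50%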;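 also: GST-tagged GSK-3 alpha with peptide substrate and 25 µM ATP; 0% = DMSO neutral wells and 100% = GW8510 positive control wells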
# Target sequence (P49840 whole entry, looked up): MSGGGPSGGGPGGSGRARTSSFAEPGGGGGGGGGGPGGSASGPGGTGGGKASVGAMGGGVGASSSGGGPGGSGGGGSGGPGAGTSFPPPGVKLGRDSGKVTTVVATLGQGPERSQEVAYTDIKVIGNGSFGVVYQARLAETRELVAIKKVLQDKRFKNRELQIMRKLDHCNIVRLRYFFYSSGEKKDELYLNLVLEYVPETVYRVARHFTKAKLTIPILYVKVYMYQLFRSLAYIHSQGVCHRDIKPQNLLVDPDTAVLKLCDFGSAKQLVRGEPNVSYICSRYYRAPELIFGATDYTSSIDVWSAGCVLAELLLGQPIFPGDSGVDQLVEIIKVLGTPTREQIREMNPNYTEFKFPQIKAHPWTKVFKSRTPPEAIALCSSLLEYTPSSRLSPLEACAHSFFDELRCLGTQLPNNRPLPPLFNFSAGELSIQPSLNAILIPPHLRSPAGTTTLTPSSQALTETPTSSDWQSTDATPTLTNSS
# HDAC3 inh = HDAC3 deacetylase inhibitors, primary screen, biochemical, fluorescence, cell-free homogeneous. recombinant HDAC3, fluorogenic peptide/trypsin coupled. inhibition, % at 8.3 µM. 320,000 tested, 0.15% active. AID 2718, 2010; in the data active = inhibition above about 26%, passing the limit was not always enough; inconclusive = no clear call, values can overlap the other calls
# AI-2 QS modul = Vibrio harveyi AI-2 quorum sensing modulators, primary screen, JMH597 strain, luminescence/OD600 ratio; Vibrio harveyi JMH597 AI-2 luminescence/OD600 ratio, 9 h; active compounds read low; strain lacks LuxN and CqsS sensors; 0 = neutral-control median; activity change, % at 7.5 µM; 300,000 tested, 0.4% active; in the data active = activity change below about -75%, passing the limit was not always enough; inconclusive = no clear call, values can overlap the other calls;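 also: luminescence divided by OD600 gain over 9 h not by final OD600 alone; inactives centre near 13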
# Dyrk1A ADPGlo = rat Dyrk1A kinase inhibitors, primary screen, biochemical, single point, plate reader | ADP-Glo luminescence, NFATc1 peptide | inhibition, % at 12.5 µM | 310,000 tested, 0.43% active | AID 504441, 2011; in the data active = inhibition above about 50%;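 also: plate controls were vehicle with enzyme for no effect and no enzyme for full effect; many of its hits are not listed in these tables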
# HSF1 activator = HSF-1 activators, primary screen, NIH3T3-HGL cells, MG132 stress, luminescence, single point; NIH3T3-HGL HSF-1 luciferase reporter, 8 h; 100% = twice DMSO control signal; activation, % at 9 µM; 300,000 tested, 1.7% active;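 active = mean replicate activation of at least 50% with a set share of replicates each reaching 50%; inconclusive = only one of those two conditions met; inactive = mean below 50% and too few replicates reaching it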;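 also: 0% = median of the neutral control wells and 100% = twice that signal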
# HSP90 refold inh = HSP90 inhibitors, primary screen, cell lysate, luminescence; inhibition, % at 5.6 µM; Rabbit reticulocyte lysate, luciferase refolding luminescence, 3 h; 290,000 tested, 0.91% active; Heat shock protein HSP 90 (rabbit reticulocyte lysate; luciferase refolding);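 active = inhibition above the screen-wide mean plus 3 SD, computed separately per campaign, cut at about 16% in these data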;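 also: 0% = DMSO wells and 100% = 60 µM geldanamycin wells; inhibitors lower the luminescence because luciferase stays unfolded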
# * = called active by the depositor; i = inactive; ? = inconclusive; nt = not tested or not shown. Some of the compounds tested, so the mix of outcomes need not match the whole.
1: O=C(CSc1nnc(-c2ccco2)o1)NC1CCCCC1
2: CCNC(=S)N1CCN(S(=O)(=O)/C=C/c2ccccc2)CC1
3: COc1ccc(-c2nnc(SCC(=O)c3ccc(O)cc3O)o2)cc1
4: Cc1cc(C)cc(Oc2ccccc2/C=N\O)c1
5: COc1cc(NC(N)=S)c(OC)cc1Cl
6: COc1cc(OC)cc(C(=O)NCC(=O)OCc2csc(-c3ccccc3)n2)c1
7: COc1ccc(NC(=O)C(c2ccc(OC)cc2)N(C)C(=O)c2cnccn2)cc1 (stereo not drawn)
8: CCOc1ccc(-c2cccc(NS(=O)(=O)c3cc([N+](=O)[O-])ccc3C)c2)nn1
assay / entry,1,2,3,4,5,6,7,8
GSK3B inh,-2,4,0,2,1,2,-2,2
PolyA inhibitor,i,i,i,i,i,i,i,i
HSF1 inh,-6,6,14,2,-1,-36,-5,-2
Platelet DG rel,9,9,0,1,4,10,-8,nt
GSK3 alpha inh,-2,-4,-2,4,1,1,0,0
HDAC3 inh,-11,1,-5,-5,3,-6,?,2
AI-2 QS modul,26,32,47,14,-5,22,5,31
Dyrk1A ADPGlo,-1,3,-7,-2,-17,3,-16,2
HSF1 activator,18,-5,20,24,-4,-48,0,6
HSP90 refold inh,2,-3,-1,0,-2,2,2,nt

9: Cc1c(C(c2cc3c(cc2Br)OCO3)c2c(C)n(C)n(-c3ccccc3)c2=O)c(=O)n(-c2ccccc2)n1C
10: c1ccc(CSc2nnc(-c3ccco3)o2)cc1
11: CC1(c2ccc(Cl)cc2Cl)NC(=O)N(CC(=O)Nc2cccnc2Cl)C1=O (stereo not drawn)
12: Cn1c(=NC(=O)CS(=O)(=O)c2ccccc2)sc2ccccc21
13: O=C(O)C1CCC(=O)N1Cc1ccc(F)cc1 (stereo not drawn)
14: CCOC(=O)N1CCN(S(=O)(=O)c2cc(OCC(N)=O)c(C)cc2Cl)CC1
15: Cc1nnc(N/N=C/c2ccc(-c3ccccc3F)o2)n1N
16: NN(CCO)C(=S)Nc1ccc(Cl)cc1
assay / entry,9,10,11,12,13,14,15,16
GSK3B inh,1,-3,1,0,0,1,-2,0
PolyA inhibitor,i,i,i,i,i,i,i,i
HSF1 inh,-5,12,2,22,1,-5,27,-3
Platelet DG rel,5,-5,-2,2,5,-18,4,0
GSK3 alpha inh,0,4,-5,4,2,-1,8,-2
HDAC3 inh,-2,5,-1,5,-4,-2,11,4
AI-2 QS modul,17,-87*,15,8,13,10,25,3
Dyrk1A ADPGlo,-3,0,12,10,nt,5,12,-8
HSF1 activator,9,16,-7,29,-4,-5,37,3
HSP90 refold inh,-1,5,nt,nt,-3,-5,65*,-1

17: COC(=O)C(C(=O)OC)c1ncc(C(F)(F)F)cc1Cl
18: Cc1ccc(S(=O)(=O)N(CC(=O)Nc2ccc(C(N)=O)cc2)C(=O)N2CCN(C)CC2)cc1
19: CCNC(=S)Nc1cc(Cl)ccc1Oc1ccccc1
20: CCCn1c(N)c(N(CCOC)C(=O)c2ccc([N+](=O)[O-])c(C)c2)c(=O)[nH]c1=O
21: CCOC(=O)C(O)(CC(=O)Nc1cc(F)ccc1C)C(F)(F)F (stereo not drawn)
22: Cc1cccnc1CNC(=O)C1CCC(=O)N(CCc2cccc(F)c2)C1 (stereo not drawn)
23: CN1CCN(NC(=O)c2ccc(F)cc2)CC1
24: CCCc1cc(C(=O)Nc2sc(C)c(CC)c2C#N)no1
assay / entry,17,18,19,20,21,22,23,24
GSK3B inh,1,3,-1,3,1,0,0,-2
PolyA inhibitor,i,i,i,i,i,i,i,i
HSF1 inh,-4,-9,-5,0,-7,-4,3,-2
Platelet DG rel,-7,-4,10,-1,2,0,0,0
GSK3 alpha inh,-2,-4,-1,-1,-2,0,-2,0
HDAC3 inh,-4,0,6,2,10,-4,1,-4
AI-2 QS modul,9,14,19,26,31,8,20,-5
Dyrk1A ADPGlo,-7,2,-3,-3,-1,2,-1,7
HSF1 activator,-11,-12,5,-16,1,16,-4,-3
HSP90 refold inh,1,nt,3,-1,0,-6,3,-6

25: CC(C)Oc1ccc(CNC(=O)Oc2ccccc2)cc1
26: O=C(c1cccc(S(=O)(=O)N2CCN(c3ccccc3)CC2)c1)N1CCCCCCC1
27: Cc1ccccc1NS(=O)(=O)c1ccc2oc(=O)ccc2c1
28: CCOC(=O)c1ccc(S(=O)(=O)N2CCC(C(=O)OCC)CC2)cc1
29: Cn1c(=O)c2c(=O)cc(NNC(=O)C(C)(C)C)[nH]c2n(C)c1=O
30: OCC[C@@H]1C[C@H](O)[C@@H](O)[C@@]2(CCCc3ccccc3O2)O1
31: Cc1ccccc1N1CCN(CC(=O)Nc2nccs2)CC1
32: O=C(NCCCn1ccnc1)NC(C(F)(F)F)C(F)(F)F
assay / entry,25,26,27,28,29,30,31,32
GSK3B inh,1,2,2,0,3,1,0,-1
PolyA inhibitor,i,i,i,i,i,i,i,i
HSF1 inh,24,1,-7,-4,-3,-2,2,-3
Platelet DG rel,-4,10,2,1,1,4,-3,-4
GSK3 alpha inh,0,-4,2,-2,-5,0,3,1
HDAC3 inh,1,?,-3,nt,2,1,8,1
AI-2 QS modul,33,17,13,40,1,30,21,17
Dyrk1A ADPGlo,0,-7,-4,0,1,12,-2,-1
HSF1 activator,34,0,-3,-3,-12,-1,2,-18
HSP90 refold inh,-2,nt,2,5,-2,-1,-4,-2

# Filtered by structure: the compounds so far containing two or more sulfur atoms.
2: CCNC(=S)N1CCN(S(=O)(=O)/C=C/c2ccccc2)CC1
12: Cn1c(=NC(=O)CS(=O)(=O)c2ccccc2)sc2ccccc21
assay / entry,2,12
GSK3B inh,4,0
PolyA inhibitor,i,i
HSF1 inh,6,22
Platelet DG rel,9,2
GSK3 alpha inh,-4,4
HDAC3 inh,1,5
AI-2 QS modul,32,8
Dyrk1A ADPGlo,3,10
HSF1 activator,-5,29
HSP90 refold inh,-3,nt

# (continued)
33: Cc1ccccc1CNS(=O)(=O)c1c(C)[nH]c(C)c1C(=O)N1CCCCC1
34: CCN(c1ccc(NC(=O)COC(=O)c2cccs2)cc1)C(C)C
35: NC(=S)Nc1ccc(S(=O)(=O)c2ccc(NC(N)=S)cc2)cc1
36: COc1ccc(/C=C(\NC(=O)c2ccccc2)C(=O)NCCN2CCOCC2)cc1
37: O=C1c2ccccc2C(=O)N1CCc1csc(-c2ccc(F)cc2)n1
38: O=C(Nc1cccc(NC(=O)c2ccccc2Cl)c1)c1ccc(F)cc1
39: CC(=C/c1ccccc1)/C=N/Nc1nc(N2CCCCC2)nc(N2CCCCC2)n1
40: CCN(CC)CCCN1CC(O)=C(c2nc3ccccc3s2)C1=N
assay / entry,33,34,35,36,37,38,39,40
GSK3B inh,4,-2,1,3,3,2,-1,-2
PolyA inhibitor,i,i,i,i,i,i,i,i
HSF1 inh,-4,-8,0,3,25,-1,-3,-3
Platelet DG rel,-18,nt,-5,-16,-4,11,1,-5
GSK3 alpha inh,-1,-2,-1,-2,0,0,0,3
HDAC3 inh,-1,6,0,2,3,?,5,0
AI-2 QS modul,-1,12,31,14,28,15,7,8
Dyrk1A ADPGlo,-2,-8,-1,-1,-3,nt,6,5
HSF1 activator,10,5,14,17,44,5,-8,3
HSP90 refold inh,4,-1,-1,-5,-1,-3,-3,3

41: CCOC(=O)c1c(C)[nH]c(C)c1C(=O)COC(=O)c1ccc(OC)c(OC)c1
42: CC1CC2=C(C(=O)O1)C(C)Nc1ccccc1N2 (stereo not drawn)
43: COc1cc(C(=S)N2CCCC2)ccc1OCC(N)=O
44: NS(=O)(=O)c1ccc(Nc2nc(-c3ccc4ccccc4c3)cs2)cc1
45: S=c1[nH]nc(C2COc3ccccc3O2)o1 (stereo not drawn)
46: CC1CN(c2nc3ccccc3nc2SCC(=O)Nc2cccc(C(F)(F)F)c2)CC(C)O1 (stereo not drawn)
47: COc1cccc2cc(C(=O)C3=C(O)C(=O)N(CCN4CCOCC4)C3c3ccc(C(C)(C)C)cc3)oc12 (stereo not drawn)
48: Cc1ccc(Nc2nc(C(=O)N3CCC(C(=O)N4CCN(C)CC4)CC3)cs2)cc1
assay / entry,41,42,43,44,45,46,47,48
GSK3B inh,1,2,2,3,5,0,1,-4
PolyA inhibitor,i,i,i,i,i,i,i,i
HSF1 inh,-2,4,-6,-1,-3,9,-1,-28
Platelet DG rel,3,-5,1,5,-39,-6,-3,18
GSK3 alpha inh,-1,nt,-2,1,-2,-1,1,-2
HDAC3 inh,0,nt,-3,14,0,0,-1,6
AI-2 QS modul,5,19,26,-2,13,15,2,33
Dyrk1A ADPGlo,0,2,7,-2,-6,0,nt,2
HSF1 activator,-11,5,-2,-7,1,18,4,-43
HSP90 refold inh,4,0,-2,1,6,nt,-2,-1

49: O=S(=O)(c1cnccc1N1CCN(/N=C/c2ccccc2)CC1)N1CCCCC1
50: O=C(O)c1cn(-c2ccccc2)nc1-c1ccc(F)cc1
51: Cc1csc(CN(C)C(=O)C2CCC(=O)N(Cc3ccc(Cl)cc3)C2)n1 (stereo not drawn)
52: FC(F)(F)c1cccnc1Oc1ccc(C2=NCCS2)cc1
53: O=C(NC(Nc1nc2ccc([N+](=O)[O-])cc2s1)(C(F)(F)F)C(F)(F)F)c1ccccc1
54: Cc1c(NC(=O)COC(=O)Cc2ccc(F)cc2)c(=O)n(-c2ccccc2)n1C
55: O=C(CNC(=O)c1ccc2c(c1)OCCO2)N/N=C/c1ccc(Cl)cc1
56: Cc1ccc(N=C/C(C(=O)C(F)(F)F)=C(\O)c2ccco2)cc1Cl
assay / entry,49,50,51,52,53,54,55,56
GSK3B inh,-3,1,-1,-2,0,2,4,0
PolyA inhibitor,i,i,i,i,i,i,i,i
HSF1 inh,-12,0,-2,nt,-31,-7,-6,3
Platelet DG rel,-7,7,7,nt,20,5,2,-3
GSK3 alpha inh,-4,-2,0,-2,1,0,-4,1
HDAC3 inh,-2,0,4,5,2,2,1,5
AI-2 QS modul,1,21,20,9,17,14,36,-24
Dyrk1A ADPGlo,3,0,-4,5,74*,12,-1,-4
HSF1 activator,-5,-4,-2,nt,-40,-9,-4,4
HSP90 refold inh,-3,4,-7,2,-6,nt,4,2
